Source: PubChem BioAssay (several laboratories)
rCAG binder: binds r(CAG) RNA repeats | r(CAG) RNA repeat, TO-PRO-1 dye displacement fluorescence | inhibition, % at 3 µM | actives 1.3% (n = 370,000) | AID 651821;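 active = inhibition above the plate cutoff, the mean of all test compounds on that plate plus 3 SD, cut at about 35% in these data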;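 note: 0% = DMSO alone and 100% = 100 µM mitoxantrone as full dye displacement; higher means more dye released from RNA so lower well fluorescence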
LEDGF integ inh: blocks HIV-1 LEDGF/p75-dependent DNA integration | actives 0.64% (n = 370,000) | TR-FRET IN-LEDGF/p75 DNA integration, Eu/Cy5 | inhibition, % at 3.7 µM;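 active = inhibition above the screen-wide mean plus 3 SD, cut at about 13% in these data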;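 note: signal is the Cy5 over europium emission ratio at 671 and 618 nm; 0% = plate median of compound wells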
HTRA1 inhibitor: blocks human HTRA1 serine peptidase | inhibition, % at 5.96 µM | Q92743 | recombinant HTRA1, FP-rhodamine activity-based probe, fluorescence polarization | actives 0.5% (n = 340,000); in the data active = inhibition above about 36%;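 note: 0% = enzyme with DMSO and 100% = wells lacking enzyme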
MBD2 DNA inh: blocks human MBD2 binding to methylated DNA; Q9UBB5; TR-FRET, MBD2 binding to methylated oligonucleotide; inhibition, % at 4.4 µM; actives 0.31% (n = 370,000); in the data active = inhibition above about 13%
Target sequence (Q9UBB5 whole entry, looked up): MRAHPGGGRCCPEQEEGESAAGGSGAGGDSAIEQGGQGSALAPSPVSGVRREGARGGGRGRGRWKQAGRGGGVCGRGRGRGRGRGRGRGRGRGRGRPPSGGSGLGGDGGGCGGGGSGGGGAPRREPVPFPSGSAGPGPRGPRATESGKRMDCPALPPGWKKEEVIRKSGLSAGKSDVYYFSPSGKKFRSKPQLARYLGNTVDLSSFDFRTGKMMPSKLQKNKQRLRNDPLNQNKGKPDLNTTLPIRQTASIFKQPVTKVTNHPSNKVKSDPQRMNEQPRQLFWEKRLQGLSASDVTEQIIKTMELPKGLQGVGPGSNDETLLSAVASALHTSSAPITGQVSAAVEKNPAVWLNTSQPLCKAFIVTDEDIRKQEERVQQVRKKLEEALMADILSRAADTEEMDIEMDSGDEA
SIAE primary: human SIAE inhibition, primary screen. SIAE FP-Rh probe binding, fluorescence polarization. inhibition, % at 9.66 µM. actives 0.69% (n = 370,000). AID 1053197;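 active = inhibition above a cutoff: mean of compounds within the control limits plus 3 SD of those, cut at about 17% in these data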;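 note: 0% = plate median of compound wells and 100% = probe without SIAE protein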
PRMT1 FP inh: inhibitors of human PRMT1; Q99873; recombinant PRMT1, activity-based probe fluorescence polarization; inhibition, % at 2.79 µM; actives 1.3% (n = 370,000); AID 652257;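 active = inhibition above about 21% made by adding two undisclosed values, limit read from the data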
mABHD4 FP: inhibitors of mouse ABHD4; purified mABHD4, FP-Rh probe fluorescence polarization; inhibition, % at 8.92 µM; actives 0.54% (n = 370,000); Q8VD66; AID 720543;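 active = inhibition exceeding the mean over every tested compound plus 3 SD, cut at about 30% in these data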;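 note: 0% = plate median of compound wells and 100% = S159A mutant with DMSO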
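Material: mouse ABHD4 enzyme, wild type; Benchmarks: S159A mutant high control, sample median low control; Buffer or medium: HEPES pH 7.0, NaCl, Pluronic buffer; Signal: fluorescence polarization; Read-out: percent inhibition of probe binding, normalized to plate controls; Timing: pre-incubation 45 min, probe exposure 60 min, at 25 °C; Dosing: 8.92 µM, single dose.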
GC-B act: GC-B (human) receptor activation; AID 1920062; actives 0.11% (n = 370,000); activation, % at 10 µM; HEK293-GC-B cells, CNP EC30, cGMP TR-FRET; 0% at EC30 CNP, 100% saturating CNP; P20594;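 active = activation at 10 µM reaching about 35% in either raw or pattern-adjusted values, limit read from the data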
TDP2 absorb: TDP2 (human) inhibition, absorbance primary screen; O95551; recombinant TDP2, T5PNP hydrolysis, p-nitrophenol absorbance 415 nm; inhibition, % at 12.8 µM; actives 0.34% (n = 370,000);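 active = inhibition above the mean of all tested compounds plus 3 SD, set per campaign, cut at about 25% in these data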;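 note: 0% = DMSO with enzyme and 100% = buffer with substrate but no TDP2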
Target sequence (O95551 whole entry, looked up): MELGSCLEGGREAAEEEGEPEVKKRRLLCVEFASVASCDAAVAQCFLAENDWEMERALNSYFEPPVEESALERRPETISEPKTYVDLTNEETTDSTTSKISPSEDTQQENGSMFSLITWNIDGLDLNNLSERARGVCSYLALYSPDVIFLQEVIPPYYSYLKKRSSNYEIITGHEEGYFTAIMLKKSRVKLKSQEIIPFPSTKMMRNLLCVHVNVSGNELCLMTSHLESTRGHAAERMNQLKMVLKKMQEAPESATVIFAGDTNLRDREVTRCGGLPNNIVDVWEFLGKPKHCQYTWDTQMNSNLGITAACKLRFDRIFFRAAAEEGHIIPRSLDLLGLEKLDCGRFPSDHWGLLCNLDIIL
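Test system: human TDP2 enzyme; Input: 120 nM TDP2 per well; Buffer or medium: Mg2+-containing Tris-HCl buffer, pH 7.5; Reagent: 5 mM T5PNP; Dosing: 12.8 µM single point, 1% DMSO; Incubation: reaction 2 h, 37 °C; Detection: p-Nitrophenol epi absorbance; Read-out: % inhibition relative to enzyme-containing and enzyme-free wells; Replicates: single well per compound.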
TCR-CD3 inh: inhibitors of human TCR-CD3 interaction. TAMRA-labeled TCR probe fluorescence, biochemical. inhibition, % at 9.4 µM. actives 0.37% (n = 360,000); in the data active = inhibition above about 19%;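 note: recombinant mutant TCR 2C K166C tagged with TAMRA read by polarization; 0% = receptor in buffer alone and 100% = receptor with positive control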
* hit, by the source's call; . = not tested or not shown. Only part of the results is shown. The share of hits here may be higher or lower than overall.

Compound | rCAG binder | LEDGF integ inh | HTRA1 inhibitor | MBD2 DNA inh | SIAE primary | PRMT1 FP inh | mABHD4 FP | GC-B act | TDP2 absorb | TCR-CD3 inh
OC(c1ccc(F)c(F)c1)c1nc(-c2ccc(Cl)cc2)cs1 (stereo unspecified) | 3 | 3 | . | -1 | -10 | 2 | -28 | -6 | 11 | 4
Cc1c(C(=O)N2CCCC2)oc2c1-c1nn(CC(=O)NCCCN3CCCCC3)cc1CC2 | -3 | 0 | -1 | -8 | 2 | -1 | 1 | 2 | 16 | -2
CCCc1nc2c3ccccc3ccn2c1Cc1ccc(C)cc1 | 2 | -2 | . | 2 | 0 | 1 | -7 | 4 | -1 | -2
CCc1nc(NC2CCCCC2)c(C#N)c2c1COC(C)(C)C2 | -1 | 0 | 10 | 2 | -2 | 0 | 3 | -3 | 12 | 8
CCOc1cc(C2C3=C(CCCC3=O)Nc3ccc4ncccc4c32)ccc1O (stereo unspecified) | 0 | 0 | 5 | -3 | 1 | -3 | 3 | -6 | 11 | -1
Cc1nc(SCC(N)=O)[nH]c(=O)c1C | . | 0 | . | 2 | -2 | 0 | 4 | -1 | 9 | .
O=C(NCC1CCCO1)c1onc(CSc2ccccc2)c1C(=O)O (stereo unspecified) | 5 | 0 | 0 | 0 | 4 | -4 | 3 | 5 | 8 | 5
CSc1nnc2c(n1)OC(C)N(C(=O)c1ccccc1)c1ccccc1-2 (stereo unspecified) | -2 | 0 | 5 | -1 | -1 | 0 | -1 | -2 | -1 | 2
CC1CCC2(CC1)NC(=O)N(CC(=O)c1ccc(CNC(=O)C(C)(C)C)s1)C2=O (stereo unspecified) | 0 | 6 | 2 | -5 | 16 | -2 | -9 | -1 | -1 | -3
COc1ccc(C=C2SC(=S)NC2=O)c(OC)c1OC | 16 | -5 | -8 | -1 | -16 | 2 | -9 | -2 | -11 | -8
O=C(CCSCCC(=O)NCc1ccccc1)NCc1ccccc1 | -4 | 1 | 0 | 2 | -1 | 1 | -10 | 1 | 6 | -7
CC(C)(CO)NCC(O)Cn1cc(C=O)c2ccccc21 (stereo unspecified) | 0 | 1 | 2 | 1 | 0 | -1 | 2 | -6 | 4 | 0
CC(C)C(Nc1ccc(S(=O)(=O)N2CCOCC2)cc1[N+](=O)[O-])C(=O)O (stereo unspecified) | -1 | 1 | 1 | -7 | -10 | 0 | -2 | -3 | -1 | 2
CCN1CCN(CC(=O)Nc2ccc(OC(F)(F)F)cc2)CC1 | -2 | 5 | 6 | 3 | 3 | 1 | 20 | 3 | 18 | -3
CC1=C(C(=O)Nc2ccccc2C(=O)NCc2ccccc2)SCCO1 | -3 | 3 | 3 | -3 | 5 | -3 | 2 | 3 | 9 | 5
O=C(O)c1cccc2c1C(=O)c1ccc(N3CCN(Cc4ccc5c(c4)OCO5)CC3)cc1S2(=O)=O | 32 | -3 | 3 | -4 | 2 | 5 | 5 | 2 | 0 | 0
CCN(CC)CC#CCC(O)(c1ccccc1)C1CCCCC1 (stereo unspecified) | -8 | 6 | 5 | -5 | -2 | -5 | -4 | -16 | -10 | 0
NC(=O)c1nsc(C(=O)N(CC(=O)NC2CCCC2)c2cccc(C(F)(F)F)c2)c1N | -3 | -1 | -4 | -1 | 1 | -2 | -7 | -2 | 12 | -2
Cc1cc(C)cc(-n2nnnc2-c2cn(C)nc2C(F)(F)F)c1 | 1 | 1 | 2 | -1 | 3 | 2 | -4 | 3 | 2 | -1
COc1ccc(CCNc2oc(Cc3ccccc3)nc2C#N)cc1OC | 2 | -1 | -9 | 4 | -24 | -5 | 0 | 0 | 4 | 3

Reformatted: entries from further up.
Values run as follows: rCAG binder | LEDGF integ inh | HTRA1 inhibitor | MBD2 DNA inh | SIAE primary | PRMT1 FP inh | mABHD4 FP | GC-B act | TDP2 absorb | TCR-CD3 inh
> CCN(CC)CC#CCC(O)(c1ccccc1)C1CCCCC1 (stereo unspecified)
→ -8 | 6 | 5 | -5 | -2 | -5 | -4 | -16 | -10 | 0
> NC(=O)c1nsc(C(=O)N(CC(=O)NC2CCCC2)c2cccc(C(F)(F)F)c2)c1N
→ -3 | -1 | -4 | -1 | 1 | -2 | -7 | -2 | 12 | -2
> Cc1cc(C)cc(-n2nnnc2-c2cn(C)nc2C(F)(F)F)c1
→ 1 | 1 | 2 | -1 | 3 | 2 | -4 | 3 | 2 | -1
> COc1ccc(CCNc2oc(Cc3ccccc3)nc2C#N)cc1OC
→ 2 | -1 | -9 | 4 | -24 | -5 | 0 | 0 | 4 | 3

Carrying on:
Compound | rCAG binder | LEDGF integ inh | HTRA1 inhibitor | MBD2 DNA inh | SIAE primary | PRMT1 FP inh | mABHD4 FP | GC-B act | TDP2 absorb | TCR-CD3 inh
COc1cccc(C2Nc3ccccc3C(=O)N2c2ccc(F)cc2)c1O (stereo unspecified) | 5 | -3 | -7 | 4 | 5 | 4 | 4 | -1 | 5 | -5
Cc1cccc(-c2cccc3c4c([nH]c23)[C@@H]2C[C@H](N(C)C(=O)c3ccco3)[C@H]([C@H](C)O)CN2CC4)c1 | 3 | 3 | . | -1 | -7 | 3 | -2 | 5 | 1 | .
CCOc1cc(/C=N/NC(=O)CN2CCOCC2)ccc1OCc1ccccc1 | -7 | 1 | 0 | -6 | 8 | -1 | 0 | 3 | 2 | 8
CCc1ccc(NC(=O)CSc2n[nH]c(C)c2[N+](=O)[O-])cc1 | 10 | -2 | -8 | 1 | 0 | 3 | -12 | 0 | 1 | -3
O=C(CN1CCC(NC(=O)c2cccc(F)c2)CC1)NCc1cccs1 | -4 | -2 | 4 | -2 | -1 | 0 | -1 | 0 | 15 | -6
COc1ccc(CNC(=O)C(c2ccco2)N(C(=O)Cc2cccs2)c2cccnc2)cc1 (stereo unspecified) | -7 | -4 | -2 | -3 | 3 | -4 | -1 | -10 | 1 | 2
Cc1ccc([N+](=O)[O-])cc1NC(=S)NCCc1ccccc1 | 8 | -4 | 1 | 5 | -5 | 1 | 7 | 1 | -9 | 4
Cc1ccc(S(=O)(=O)N2CCC(C(=O)OCC(=O)N3CC(C)CC(C)C3)CC2)cc1C (stereo unspecified) | -4 | -5 | 0 | 6 | 3 | 1 | -3 | 1 | -3 | -8
COCC(=O)N1CCC(Oc2ccc(C(=O)N3CCCCC3COC)cc2)CC1 (stereo unspecified) | -4 | -2 | 0 | 4 | 6 | 1 | 7 | -4 | 12 | -1
COc1ccc(OC)c(C(=O)NC(CC(N)=O)c2ccc(N3CCC(N4CCCCC4)CC3)c([N+](=O)[O-])c2)c1 (stereo unspecified) | 1 | -1 | 3 | -3 | 5 | -2 | 6 | -3 | 8 | 5
Cc1cc(CCNC=O)c(C)c2c1sc1ccccc12 | 5 | -3 | -22 | -3 | -5 | 0 | -17 | -3 | -5 | 2
CCOC(=O)C1=C(c2ccccc2)Nc2c(c(=O)n(C)c(=O)n2C)C1c1ccc(O)c(OC)c1 (stereo unspecified) | -2 | 6 | 1 | 1 | 0 | 1 | -4 | 3 | -5 | -1
C=CCN(CC=C)S(=O)(=O)c1ccc(NC(=S)NC(=O)C2CC2)cc1 | 1 | 0 | -52 | -2 | -9 | -6 | -16 | 14 | -29 | 2
Cn1cc(S(=O)(=O)N2CCN(C(=O)c3ccco3)CC2)c(=O)n(C)c1=O | 1 | -1 | 0 | 2 | 6 | -1 | 3 | 5 | 5 | 6
CC(=O)Cc1nsc(NC(=O)c2ccc(-c3cc(Cl)ccc3Cl)o2)n1 | 34 | 0 | -10 | 0 | -17 | 1 | -12 | -4 | -4 | 4
N=c1c2c3c(sc2ncn1N)CCCCC3 | 2 | -2 | 1 | -7 | 8 | 2 | 0 | 0 | -9 | 3
Cc1cccc(N2CCN(S(=O)(=O)c3cc4c(cc3Cl)NC(=O)CO4)CC2)c1C | 7 | 8 | -7 | -5 | -11 | -5 | -6 | 1 | -9 | 1
CCNc1nc(NCC)nc(NS(=O)(=O)c2ccc(N)cc2)n1 | 1 | 2 | -2 | 4 | -7 | 1 | -1 | 4 | 0 | 5
Cc1ccc(SC(=O)COc2ccccc2C)cc1 | -2 | 1 | 5 | -3 | -2 | 14 | 1 | 6 | 6 | 5
CN1CCN(S(=O)(=O)c2ccc(NS(=O)(=O)c3ccccc3)cc2)CC1 | 0 | -1 | 0 | 5 | -2 | 3 | 2 | 2 | 6 | -4
COc1ccc(CCN(/C=C2\Sc3ccccc3C2=O)C(C)=O)cc1OC | 0 | -3 | . | 2 | -9 | 67* | -13 | -3 | -5 | -9
O=C(Oc1c(-c2ccccc2Cl)oc2ccccc2c1=O)c1ccc(Cl)cc1 | 3 | 4 | -26 | 2 | -11 | -2 | -6 | -11 | -19 | -3
COc1cc(NC(=O)c2ccccc2)c(C)cc1NC(=O)CC(CC(=O)O)c1ccccc1 (stereo unspecified) | 2 | 1 | -1 | -4 | 4 | -5 | -9 | 0 | 22 | 11
CCOC(=O)N1CCC(NC(=O)c2cc3c(=O)n(C)c4ccccc4c3n2C)CC1 | -3 | 1 | 2 | -3 | 0 | -5 | 2 | 5 | -2 | 3
CC1OC(CCc2cccc(Cl)c2)Cc2[nH][nH]c(=O)c21 (stereo unspecified) | 8 | 6 | . | 3 | 9 | -1 | 0 | 0 | -12 | 5
CCOC(=O)c1c(C)n(C)c2cc(Br)c(OC)cc12 | -2 | 1 | -13 | 0 | 3 | 0 | -5 | -18 | 0 | 2
CCCCCCC(=O)N1CCCC(c2nc(-c3cccc(OC)c3)no2)C1 (stereo unspecified) | -9 | 0 | -17 | 5 | 1 | -2 | 4 | -6 | -10 | 5
O=C(COC(=O)c1cc(=O)c2ccccc2o1)NCc1ccc(Cl)cc1 | 0 | -3 | 0 | 1 | -5 | 2 | 2 | -1 | -3 | -4
CCOC(=O)c1sc2c(c1C)c(=O)n(CCO)c(=O)n2Cc1ccccc1 | -2 | -2 | -10 | -3 | 7 | -2 | -2 | 14 | 11 | 6
O=C(O)CCC(=O)N1N=C(c2ccc(Br)cc2)CC1c1cccs1 (stereo unspecified) | 8 | -1 | 3 | 4 | 8 | 0 | 4 | -5 | 5 | -3
O=C(Nc1ccc2c(c1)OCCO2)C(=O)NC1CC1 | 0 | 3 | -2 | -1 | -4 | 0 | -5 | -2 | -4 | 1
COc1ccc(C(=O)N2CCCCC2)cc1S(=O)(=O)Nc1ccccc1 | -2 | -3 | 6 | -2 | 9 | -1 | 2 | 3 | 12 | 6
O=C(Cn1ncc(Cl)c(Cl)c1=O)NCC1CCCCC1 | 7 | 4 | -1 | 1 | 0 | 3 | 1 | 1 | -2 | 2
COC(=O)c1ccc(CSc2nc3c(cnn3-c3ccc(Cl)cc3)c(=O)[nH]2)o1 | 16 | 8 | -24 | 1 | -7 | 1 | -6 | 8 | -4 | 1
COc1ccc(OC)c(C(=O)c2coc3ccc(OCC(=O)O)cc23)c1 | 13 | 0 | 1 | 4 | -6 | 0 | 1 | 3 | 3 | 2
